15-hLO-2 inh: qHTS Assay for Inhibitors of 15-hLO-2 (15-human lipoxygenase 2); Polyunsaturated fatty acid lipoxygenase ALOX15B (Homo sapiens), O15296; purified 15hLO-2, xylenol orange hydroperoxide absorbance; Potency, µM (titrated, usually from 57.1 µM), for inactives: at the highest dose activity change, negative = inhibition, most hits filed as inhibitors; 110,000 compounds, 0.56% hits; AID 881, 2007; also: potency is read from the fitted curve at half-maximal effect; nearly all actives have a fitted effect of over 60% in size; many of its hits are not listed in these tables
Target sequence (O15296 whole entry, looked up): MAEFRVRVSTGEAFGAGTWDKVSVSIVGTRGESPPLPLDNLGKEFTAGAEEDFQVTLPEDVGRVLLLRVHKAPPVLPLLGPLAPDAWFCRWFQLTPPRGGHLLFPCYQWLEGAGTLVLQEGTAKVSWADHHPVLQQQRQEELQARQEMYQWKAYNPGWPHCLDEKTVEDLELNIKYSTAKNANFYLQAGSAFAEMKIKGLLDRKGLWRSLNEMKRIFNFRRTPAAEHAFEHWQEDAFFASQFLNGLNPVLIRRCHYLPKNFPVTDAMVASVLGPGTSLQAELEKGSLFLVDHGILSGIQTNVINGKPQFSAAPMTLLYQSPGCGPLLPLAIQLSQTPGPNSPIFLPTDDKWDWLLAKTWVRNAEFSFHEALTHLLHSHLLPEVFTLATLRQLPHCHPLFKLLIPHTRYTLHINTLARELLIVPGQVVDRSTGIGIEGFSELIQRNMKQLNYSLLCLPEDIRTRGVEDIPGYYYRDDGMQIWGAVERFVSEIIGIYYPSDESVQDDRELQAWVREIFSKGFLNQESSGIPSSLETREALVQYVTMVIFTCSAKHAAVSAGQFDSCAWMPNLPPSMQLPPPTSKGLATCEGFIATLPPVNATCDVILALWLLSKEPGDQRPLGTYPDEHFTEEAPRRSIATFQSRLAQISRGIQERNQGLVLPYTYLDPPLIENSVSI
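Enzyme 50 nM, AA 45 uM, 25 mM Hepes pH 7.5 + 0.01% Triton X-100; cpd preinc 15 min RT, rxn 90 min RT; stop/detect with 200 uM XO + 300 uM Fe(II) in 50 mM H2SO4, 30 min; A573/A405.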
IMPase inh: qHTS Assay for Identifying the Cell-Membrane Permeable IMPase Inhibitors | Inositol monophosphatase 1 (Rattus norvegicus), P97697 | CHO-M1 cells, IP1 accumulation, HTRF TR-FRET ratio | inhibition (IP1 accumulation), % at 46.1 µM | 120,000 tested, under 10 active | AID 901, 2007; active = well fitted curve in the direction sought with a large enough effect in the signal ratio, not every such curve was filed as active; inconclusive = small, poorly fitted or top-dose-only effect, or a change in a side signal; inactive = no such curve, though single readings can be large or run the other way; the % refers to the signal ratio;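 also: cells stimulated with carbachol in lithium chloride buffer; plate controls were DMSO basal wells for no effect and reference inhibitor wells for full effect; higher means more IMPase inhibition seen as more IP1 and lower FRET ratio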
Target sequence (P97697 whole entry, looked up): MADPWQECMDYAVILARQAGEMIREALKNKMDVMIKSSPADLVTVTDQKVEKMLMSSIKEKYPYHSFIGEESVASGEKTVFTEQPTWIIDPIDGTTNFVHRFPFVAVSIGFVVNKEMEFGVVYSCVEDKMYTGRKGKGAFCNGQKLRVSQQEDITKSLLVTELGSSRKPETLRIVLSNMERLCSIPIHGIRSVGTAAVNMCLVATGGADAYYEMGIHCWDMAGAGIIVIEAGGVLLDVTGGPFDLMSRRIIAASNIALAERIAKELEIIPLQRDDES
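Seeded CHO-M1 cells were dosed with compound at up to 46 uM, stimulated with carbachol for 30 min, then lysed in IP-One detection reagents. Higher IP1 lowers the TR-FRET signal.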
PNC inhibitor: High Content Assay for Compounds that inhibit the Assembly of the Perinucleolar Compartment; PC3M PTB-GFP, PNC prevalence imaging, 16 h; hits give low values; activity change (PNC), negative = inhibition, % at 10 µM; 140,000 compounds, 3.1% hits; AID 2417, 2010;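 active = readout at or below -70, meaning at least 70% loss of cells showing the perinucleolar compartment, a nuclear body marking cancer cells; inconclusive = readout between -30 and a set limit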;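 also: plate controls were DMSO wells for no effect and camptothecin positive control wells for full effect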
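PC3M cells stably expressing PTB-GFP, 750–1000 cells/well, treated 16 h at 37 °C with compound (23 nl of library stock), in duplicate. After paraformaldehyde fixation and Hoechst stain, imaged at 20x; PNC prevalence scored by image analysis.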
ALOX12 inhib: qHTS Assay for Inhibitors of 12-hLO (12-human lipoxygenase). Polyunsaturated fatty acid lipoxygenase ALOX12 (Homo sapiens), P18054. purified 12-hLO, xylenol orange hydroperoxide absorbance. Potency, µM (doses to about 57.1 µM), for inactives: at the highest dose activity change, negative = inhibition, hits mostly inhibitors. 150,000 compounds, 0.12% hits. AID 1452, 2008; also: potency is read from the fitted curve at half-maximal effect; nearly all actives have a fitted effect of over 55% in size; many of its hits are not listed in these tables
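Purified human 12hLO (150 nM final) was preincubated with compounds for 15 min at room temperature in 25 mM Hepes pH 7.0, 0.01% Triton X-100, then reacted with 40 uM arachidonic acid for 30 min. Hydroperoxide was detected with ferrous iron/xylenol orange.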
* marks the source's active call; other numbers are inactive results; ? = inconclusive; nt = not tested or not shown; [ ] = dose if it differs, or a comment. Unless noted, calls follow the shape of the dose curve; as a rule, active = well fitted curve in the direction sought with a large enough effect; inconclusive = small, poorly fitted or top-dose-only effect, or another doubt; inactive = no such curve, though single readings can be large; an effect the other way counts as inactive or inconclusive. Unless noted, % is scaled to controls: 0 for no effect and ±100 for the full control effect. The list is partial; count on the stated rates, not on these rows.

SMILES	15-hLO-2 inh	IMPase inh	PNC inhibitor	ALOX12 inhib
Brc1ccc(-c2csc(/N=C/N3CCOCC3)n2)cc1	0%	3	-23	0%
OC[C@@H]1O[C@@H](n2cnc3c(N[C@H]4CCC[C@@H]4O)ncnc32)[C@H](O)[C@H]1O	7%	-6	nt	0%
CCOC(=O)c1ccc(-n2c(N)c(C(=O)NCC3CCCO3)sc2=S)cc1 (centres undefined)	-13%	3	?	-10%
CC1CCc2c(C(=O)NCc3cccnc3)csc2C1 (centres undefined)	nt	nt	24	3%
CC[N+](C)(CC)CCC[n+]1c(-c2ccccc2)c2cc(N)ccc2c2ccc(N)cc21	-3%[25.6 µM]	14[20.6 µM]	nt	-4%[25.6 µM]
COC(=O)[C@@H](NC(=O)Nc1ccc(S(N)(=O)=O)cc1)C(C)C	nt	nt	5	4%
CCCCN1C(=O)CCC(C(=O)O)C1c1ccccc1 (centres undefined)	nt	4	-102*	7%
O=C(Nc1ccccc1)NC1CS(=O)(=O)CC1O (centres undefined)	-1%	-3	10	3%
COc1ccc(C)cc1NC(=O)CN1C(=O)c2ccccc2S1(=O)=O	-3%	0	-7	-12%
COCCCNCCCOc1ccc(Cl)cc1Br	36%[activator]	-1	-7	-4%
COC(=O)[C@H]1C2CCC(C(=O)OC)(CC2)[C@H]1C(=O)OC	0%	4	-23	-4%
CN(C)C(=O)c1cc(F)ccc1Sc1cc(Cl)ccc1Cl	-1%	4	31	3%
Cc1ccc(C(=O)Nc2nc(C(C)(C)C)cs2)s1	12%	20	-9	-4%
O=C(CCc1ccccc1)NCC(=O)N/N=C/c1ccc2c(c1)OCO2	nt	nt	?	0%
O=C(Nc1ccc(Cl)cc1)N(Cc1cccnc1)Cc1ccco1	0%	-4	?	-5%
COc1ccc(NS(=O)(=O)c2cc(NC(=O)/C=C/c3cc(OC)ccc3OC)ccc2N2CCCCC2)cc1	nt	nt	-28	-3%
CC1(C)CNC(=O)c2sc(NC(=O)CN3CCOCC3)nc2C1	-2%	7	-26	1%
Cc1cccc(C)c1NC(=O)C1(N(Cc2ccco2)C(=O)CC2NC(=O)NC2=O)CCCC1 (centres undefined)	-3%	11	?	5%
Cc1ccc(-c2noc(CCC(=O)NCCCN3CCN(c4ccc(F)cc4)CC3)n2)cc1	49%[activator]	2	?	1%
O=C(CN1CCN(Cc2ccccc2)CC1)N/N=C/c1c[nH]c2ccccc12	nt	3	26	-3%
COc1ccc(N=C2SC(CC(=O)Nc3cccc(Cl)c3)C(=O)N2Cc2ccco2)cc1 (centres undefined)	nt	nt	16	-5%
COc1ccccc1C(=O)OCc1nc(N)nc(Nc2ccccc2C)n1	nt	5	47	3%
CN(C)c1ccc(C(=O)c2ccc(N(C)C)c3ccccc23)cc1	nt	0	-103*	-3%
O=C(CCSc1nc(-c2ccco2)cc(C(F)(F)F)n1)Nc1ccc2c(c1)OCO2	3%	7	0	-6%

Ordered by the number under PNC inhibitor (smallest number first): seven of the compounds above.
Structure	15-hLO-2 inh	PNC inhibitor	ALOX12 inhib
CN(C)c1ccc(C(=O)c2ccc(N(C)C)c3ccccc23)cc1	nt	-103*	-3%
COc1ccc(NS(=O)(=O)c2cc(NC(=O)/C=C/c3cc(OC)ccc3OC)ccc2N2CCCCC2)cc1	nt	-28	-3%
CC1(C)CNC(=O)c2sc(NC(=O)CN3CCOCC3)nc2C1	-2%	-26	1%
COC(=O)[C@H]1C2CCC(C(=O)OC)(CC2)[C@H]1C(=O)OC	0%	-23	-4%
Cc1ccc(C(=O)Nc2nc(C(C)(C)C)cs2)s1	12%	-9	-4%
COCCCNCCCOc1ccc(Cl)cc1Br	36%[activator]	-7	-4%
CC1CCc2c(C(=O)NCc3cccnc3)csc2C1 (centres undefined)	nt	24	3%

Other results.
SMILES	15-hLO-2 inh	IMPase inh	PNC inhibitor	ALOX12 inhib
OC(C#CCN1CCCCC1)c1ccccc1 (centres undefined)	3%	10	10	-1%
COc1ccc2c(c1)C1NC(=S)NC(C)(O2)C1C(=O)Nc1ccc(C)cc1C (centres undefined)	nt	nt	31	-4%
Oc1sc(C=Nc2ccc(F)cc2)c2ccccc12	-10%[11.4 µM]	2[1.84 µM]	?	?
COc1ccc(C(=O)N2CCC3(CCCN(c4ccc(-c5ccccc5)cc4)C3)CC2)cc1	3%	nt	nt	-4%
CCn1c2c(c3cc(Cl)ccc31)CCCC2=O	3%	-21	6	0%
Cc1cccc(C)c1OCC(=O)Nc1cccc(-c2nnc(-c3ccccc3)o2)c1	1%	2	-2	-5%
C[C@H](C(=O)c1ccncc1)c1ccccn1	-4%[11.4 µM]	nt	nt	1%[11.4 µM]
Cc1cc(N2CCN(c3ccccc3)CC2)nc(NCc2ccccc2)n1	47%[activator]	-1	-21	-10%
c1ccc(-c2ccc(OCCCn3cncn3)cc2)cc1	12%	-9	-15	-9%
COc1cccc(C2=NO[C@@H]3C(=O)N(Cc4ccccc4)C(=O)[C@H]23)c1OC	-9%	?	-107*	-5%
CCOC(=O)c1sc2ncn(/N=C/c3cccnc3)c(=O)c2c1C	-6%	-2	19	-4%
O=C(c1oc2ccccc2c1CSCc1ccccc1)N1CCN(c2ncccn2)CC1	-7%	8	-11	-12%
O=C(Cn1c(SCC(=O)N2CCc3ccccc3C2)nc2ccccc21)NC1CCCC1	7%	6	79	1%
CC(NC(=O)C1CCC1)c1ccccc1 (centres undefined)	-2%	-1	?	-2%
COCCN(C(=O)CN1CCc2ccccc2C1)c1c(N)n(Cc2ccccc2)c(=O)[nH]c1=O	-8%	-22	26	-10%
CCc1ccc(S(=O)(=O)NCc2cn3c(C)csc3n2)s1	1%	0	-14	-1%
O=C(c1ccc(F)cc1)N1CCN(C2CC3CCC2C3)CC1 (centres undefined)	-1%	-1	39	0%
COc1cc(CNCc2ccccn2)ccc1OCC(N)=O	13%	3	?	-4%
COC(=O)C(O)(CC(=O)Nc1ccc(OC(F)(F)F)cc1)C(F)(F)F (centres undefined)	-3%	8	?	-12%
CCCCS(=O)(=O)Nc1ccc(C)cn1	nt	nt	-22	-7%
COC(=O)C1(C)CN(S(=O)(=O)c2ccc(C)cc2)c2cc(OC)ccc2C1=O (centres undefined)	nt	nt	?	-1%
CCCCCc1ccc(-c2ccc(C(=O)O)cc2)nc1	nt	-14	-14	11%
CC1CCCC(NC(=O)CSc2nnnn2C)C1C (centres undefined)	0%	14	?	7%
CCSc1nnc(NC(=O)CSc2ncccn2)s1	-4%	0	-29	5%

Of the compounds above, 2 contain a COOH group:
SMILES	15-hLO-2 inh	IMPase inh	PNC inhibitor	ALOX12 inhib
CCCCN1C(=O)CCC(C(=O)O)C1c1ccccc1 (centres undefined)	nt	4	-102*	7%
CCCCCc1ccc(-c2ccc(C(=O)O)cc2)nc1	nt	-14	-14	11%

The results go on.
SMILES	15-hLO-2 inh	IMPase inh	PNC inhibitor	ALOX12 inhib
COc1ccc(NC(=O)c2cccnc2N2CCCC2)cc1	-10%	-4	?	-3%
O=C(COc1ccccc1N1C(=O)c2ccccc2C1=O)c1ccc(Cl)cc1	4%	3	24	-3%
COCCCNC(=S)NNC(=O)c1ccoc1C	nt	3	?	-1%
CC(C(=O)N1CCOCC1)N1c2cccc3cccc(c23)S1(=O)=O (centres undefined)	-5%	-5	-8	-3%
CN(C)c1cc2c(c(N(C)C)c1)C(=O)c1ccccc1C2=O	0%	?	-19	-18%
Brc1ccc(-c2cn3c(n2)CCc2ccc4cccnc4c2-3)cc1	47%[activator]	1	-20	9%
C/C(CC(=O)Nc1ccc(Cl)c(C(F)(F)F)c1)=N\NC(=O)c1ccccc1O	nt	nt	-23	-5%
Cc1nonc1OCC(C)(COc1nonc1C)NC(=O)c1ccccc1	nt	-10	9	0%
O=C(COC(=O)CNC(=O)c1ccc(Cl)cc1)Nc1ncc(C(F)(F)F)cc1Cl	nt	nt	33	-4%
CC(OC(=O)CCC(=O)c1cccs1)C(=O)Nc1ccc(Cl)cn1 (centres undefined)	nt	nt	34	1%
Cc1ccc(Nc2ncccc2C(N)=O)cc1	nt	nt	27	-6%
CCOc1ncccc1C(=O)OCC(=O)Nc1ccc(C)c(S(=O)(=O)N2CCOCC2)c1	nt	1	?	5%
CC1(C)CC[C@]2(C(=O)O)CC[C@]3(C)C(=CCC4[C@@]5(C)CC[C@H](O)C(C)(C)C5[C@H](O)C[C@]43C)C2C1 (some centres undefined)	-11%	-2	nt	-1%
Cc1ccc(Nc2nc(N)nc(CSc3ncccn3)n2)cc1	5%	-3	4	-5%
CCCC1=C(C(=O)OCC)C(c2c(C)nn(-c3ccccc3)c2Cl)C(C#N)=C(N)O1 (centres undefined)	14%	0	-10	-22%
CC(C)OC(=O)C(CC(=O)O)N1CCOCC1 (centres undefined)	2%	-2	20	7%
Cc1ccc(C(=O)NCCn2cc(SCC(=O)Nc3nnc(C)s3)c3ccccc32)cc1	-18%	7	20	-8%
CC1CCCN(c2cc3c(cc2[N+](=O)[O-])C(=O)N(c2ccccc2)C3=O)C1 (centres undefined)	nt	nt	-9	-2%
COc1ccccc1/C=C/C=N/NC(=O)Cc1cccs1	nt	nt	-18	1%
CCOc1ccc(C(=O)NC2CCN(C(=O)N3CCCC3)CC2)cc1	nt	6	56	4%
CCCOc1ccc2cc(-c3ccccn3)c(=O)oc2c1	nt	nt	46	0%
COC1=CC(=O)C(O)=C/C1=C\C=C\c1ccccc1	?	nt	nt	?
COc1ccc2nc3oc(C(=O)NCc4cccs4)cc3cc2c1	-18%	-2	?	0%
COc1ccc(CCN2C(=O)C(Oc3ccccc3C)C2c2ccc3c(c2)OCO3)cc1 (centres undefined)	nt	-2	19	0%
Cn1c(=O)c(=O)n(C)c2cc(S(=O)(=O)N3CCC(Cc4ccccc4)CC3)ccc21	-11%	-1	32	-4%
Cc1ccc(OCCOc2ccc(Cl)cc2Cl)c([N+](=O)[O-])n1	nt	nt	71	1%
COc1ccccc1CNc1ncnc2ccc(-c3c(C)noc3C)cc12	18%	nt	nt	2%
Cc1nn(C)cc1NC(=O)c1nn(C)cc1[N+](=O)[O-]	nt	nt	-21	5%
Cc1cccc2cc(C(c3nnnn3Cc3ccccc3)N3CCN(c4ccccc4)CC3)c(=O)[nH]c12 (centres undefined)	33%[activator]	9	15	-1%
O=C(c1ccco1)N1CCC2(CC1)CN(Cc1cc(C(F)(F)F)cc(C(F)(F)F)c1)C2	19%	nt	nt	-5%
Cc1ccc(C)c(NC(=S)NNC(=O)c2csc(C)c2C)c1	nt	nt	?	0%
CCn1c2ccccc2c2cc(C3N=C(N)Nc4nc5ccccc5n43)ccc21 (centres undefined)	32%[activator]	4	-12	-10%
COc1cccc(C(c2nnnn2Cc2ccc(F)cc2)N2CCC(C(N)=O)CC2)c1OC (centres undefined)	3%	5	-7	-2%
Cc1ccc(-n2nc3c(n2)/C(=N/O)CC/C3=N\O)cc1	nt	2	-100*	-8%
O=C(COC(=O)c1c2ccccc2cc2ccccc12)NCC(F)(F)F	nt	nt	?	-4%
COC(=O)c1ccc(Cn2cnc3c(sc4nc(N5CCOCC5)c5c(c43)CCCC5)c2=O)o1	6%[2.29 µM]	0	?	-1%

Screens: PubChem BioAssay, National Center for Advancing Translational Sciences (NCATS)
